Compound activity from PubChem.
EBV gp42 block: Epstein-Barr virus gp42 inhibitors, primary screen, biochemical, uHTS, fluorescence polarization; 220,000 compounds, 0.42% hits; Glycoprotein 42 (Epstein-Barr virus (strain AG876)), Q1HVG2; Fluorescence polarization binding assay, mP read-out; inhibition, % (tested at 21.74 µM); in the data active means inhibition above about 50%
14-3-3 Bad PPI: inhibitors of 14-3-3 zeta/Bad binding, primary screen, biochemical, TR-FRET, bovine 14-3-3 zeta; 14-3-3 protein zeta/delta (Bos taurus), P63103; TR-FRET 14-3-3zeta/Dy647-pBad peptide displacement, 1 h; inhibition, % at 21.7 µM; 220,000 compounds, 0.71% hits; AID 781, 2007;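 active means inhibition above about 70%, limit read from the data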;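 further: 0% = full 14-3-3 plus peptide FRET controls and 100% = background without 14-3-3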
L929 necroptosis: inhibitors of zVAD-triggered necroptosis, primary screen, L929 cells | L929 zVAD necroptosis rescue, ATP luminescence, 24 h; with zVAD 60 µM | viability rescue, % at 10 µM | 220,000 compounds, 0.38% hits | AID 1377, 2008;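 active means activation, scaled between plate controls, above about 75%, limit read from the data; inactive means activation under that limit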;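 further: 0% = zVAD with DMSO and 100% = DMSO alone without zVAD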
p47phox inh: p47phox/p22phox peptide binding inhibitors, primary screen, biochemical, uHTS, NADPH oxidase regulatory subunit. Neutrophil cytosol factor 1 (Homo sapiens), P14598. fluorescence polarization, 2 h. inhibition, % at 24.7 µM. 220,000 compounds, 0.53% hits. AID 1274, 2008;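 active means inhibition above about 30%, limit read from the data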;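 further: 0% = p47phox with labelled peptide and 100% = labelled peptide alone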
Hck-Nef inh: inhibitors of Nef-activated human Hck kinase, primary screen, biochemical, Z-Lyte FRET, 384-well, Hck-YEEI; Tyrosine-protein kinase HCK (Homo sapiens), P08631; Recombinant Hck-YEEI plus Nef, Z-Lyte FRET kinase assay; inhibition, % at 20 µM; 220,000 compounds, 0.68% hits; AID 463187, 2010;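 active means Hck-Nef kinase inhibition above about 50%, limit read from the data; inactive means inhibition below that limit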;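 further: 0% = DMSO with Hck plus Nef and 100% = Hck alone without Nef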
Target sequence (P08631 whole entry, looked up): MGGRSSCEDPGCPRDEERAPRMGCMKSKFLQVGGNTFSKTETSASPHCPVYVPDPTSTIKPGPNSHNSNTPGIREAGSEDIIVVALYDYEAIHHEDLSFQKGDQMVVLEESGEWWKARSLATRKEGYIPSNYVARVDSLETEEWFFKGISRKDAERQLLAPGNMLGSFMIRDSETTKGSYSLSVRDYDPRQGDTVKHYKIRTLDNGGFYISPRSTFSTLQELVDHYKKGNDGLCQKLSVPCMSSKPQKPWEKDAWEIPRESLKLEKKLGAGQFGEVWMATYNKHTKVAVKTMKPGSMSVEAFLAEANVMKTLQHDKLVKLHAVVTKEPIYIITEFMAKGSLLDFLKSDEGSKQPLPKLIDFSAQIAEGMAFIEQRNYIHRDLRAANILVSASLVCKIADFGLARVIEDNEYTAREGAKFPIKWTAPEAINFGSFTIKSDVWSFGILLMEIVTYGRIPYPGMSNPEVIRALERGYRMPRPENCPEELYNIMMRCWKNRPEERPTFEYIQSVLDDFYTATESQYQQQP
Mdm2 ligase inh: MDM2-luciferase reporter signal enhancers, primary screen, MDM2 E3 ligase inhibitor project, cell-based, luminescence, 1536-well | AID 1230, 2008 | 210,000 compounds, 0.11% hits | cell-based MDM2 ubiquitination luciferase reporter, 2 h; 0 = plate control, 100 = twice control, blank-subtracted | signal enhancement, % at 5 µM;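 active means signal enhancement of 30% or more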;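 further: luminescence tracks abundance of the self-degrading MDM2-luciferase fusion protein; higher signal means inhibition of MDM2 E3 ligase activity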
Target sequence (Q00987 whole entry, looked up, the tested form may be a part): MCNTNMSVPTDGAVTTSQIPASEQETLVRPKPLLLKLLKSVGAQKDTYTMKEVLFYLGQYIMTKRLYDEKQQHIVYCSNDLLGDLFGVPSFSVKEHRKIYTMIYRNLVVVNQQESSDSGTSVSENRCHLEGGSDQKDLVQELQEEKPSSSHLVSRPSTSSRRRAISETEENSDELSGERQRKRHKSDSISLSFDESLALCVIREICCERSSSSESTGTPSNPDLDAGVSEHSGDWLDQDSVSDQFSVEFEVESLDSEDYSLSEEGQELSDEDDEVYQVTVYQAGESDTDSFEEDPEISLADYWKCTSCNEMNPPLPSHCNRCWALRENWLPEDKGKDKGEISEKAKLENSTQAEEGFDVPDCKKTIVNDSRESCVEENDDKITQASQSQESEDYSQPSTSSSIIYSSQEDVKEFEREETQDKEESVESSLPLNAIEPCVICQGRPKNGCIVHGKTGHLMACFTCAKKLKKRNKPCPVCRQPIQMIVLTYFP
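system = mammalian cells stably expressing self-ubiquitinating, self-degrading MDM2 E3–luciferase fusion | quantity = 2000 cells per well seeded | incubation = 4 h cell settling then 2 h compound exposure, 37 °C | signal = SteadyLite luminescence, 15 min reagent step | benchmarks = plate control and blank wells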
Runt-CBFb FRET: inhibitors of RUNX1 Runt–CBFb binding, primary screen, biochemical, FRET, Cerulean-Runt, Venus-CBFb, uHTS; Runt-related transcription factor 1 (Homo sapiens) + Core-binding factor subunit beta …; Cerulean-Runt/Venus-CBFb FRET ratio 530/480, 1 h; inhibition, % at 20 µM; 220,000 compounds, 0.46% hits; AID 1496, 2009;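 active means inhibition over about 50% at 20 µM in the single-dose screen, limit read from the data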;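 further: 0% = DMSO wells and 100% = excess unlabeled CBFb competitor control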
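Assay system: Cerulean-tagged RUNX1 Runt domain (FRET donor) fusion protein / Amount: 100 nM each of Venus-CBFb and Cerulean-Runt domain / Medium: Tris buffer pH 7.5 with salts and BSA / Also added: Venus-CBFb 100 nM / Schedule: 1 h complex formation plus 1 h compound treatment, room temperature / Signal: FRET fluorescence / Read-out: loss of energy transfer signal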
TbHK1 inh: Trypanosoma brucei hexokinase 1 inhibitors, primary screen, biochemical, G6PDH-coupled NADH absorbance, MLSCN library. 220,000 compounds, 0.11% hits. AID 1430, 2008. recombinant TbHK1, G6PDH-coupled NADH A340. hexokinase 1 [Trypanosoma brucei]. inhibition, % at 10 µM;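 active means inhibition of 50% or more in the single-dose primary screen; inactive means inhibition below 50%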
Runt-SMMHC FRET: inhibitors of RUNX1 Runt–CBFb-SMMHC binding, primary screen, biochemical, FRET, Cerulean-Runt, Venus-CBFb-SMMHC, uHTS | Runt-related transcription factor 1 (Homo sapiens) + Core-binding factor subunit beta … | Cerulean-Runt/Venus-CBFb-SMMHC FRET ratio 530/480, 1 h | inhibition, % at 20 µM | 220,000 compounds, 0.74% hits | AID 1434, 2008;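 active means mean inhibition across duplicate retests at 20 µM reaching about 50%, limit read from the data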;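 further: 0% = DMSO wells and 100% = wells with excess untagged CBFb-SMMHC; inhibitors lower the FRET ratio by blocking Runt binding to CBFb-SMMHC; some results filed as inactive read as strong as hits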
An asterisk follows results filed as active; . = not tested or not shown; [ ] = another dose, or the depositor's remark. This is a random part of the collection. About 3.2% of those tested had a hit in this group.

SMILES	L929 necroptosis	p47phox inh	Runt-CBFb FRET	Hck-Nef inh	Mdm2 ligase inh	14-3-3 Bad PPI	TbHK1 inh	Runt-SMMHC FRET	EBV gp42 block
O=C(c1ccc(Cl)cc1)c1cnc2ccccn12	-0.1	-7	0	0	-2	-1	-45	-2	7
CC(SC1=NCCS1)C(=O)Nc1nnc(-c2ccc(Cl)cc2)s1 (stereo not given)	4.2	-1	-3	0	-18	-13	-6	-1	-2
Cc1ccc(C(C(=O)NC2CCCCC2)N2CCC3(CC2)OCCO3)cc1 (stereo not given)	-0.2	-19	-3	0	-11	6	-3	0	-27
Cc1ccc(C)c(CSc2ncccc2C(=O)O)c1	.	-5	0	1	-4	5	2	-2	1
O=C(O)c1ccccc1-c1csc(-c2ccccc2)n1	0.6	-6	1	2	3	-3	-6	-1	-3
O=C(CSc1ncn[nH]1)NCc1ccccc1	0.2	-16	.	1	4	9[fluorescence artefact?]	-10	-12	-16
CC(=O)N1CCN(Cc2nc3cc(NC(=O)Nc4ccccc4)ccc3n2C)CC1	1.0	-19	2	3	.	-5	4	-7	-8
C=CCSc1nnc2c(n1)OC(c1cccnc1)N(C(C)=O)c1ccccc1-2 (stereo not given)	0.0	-4	-2	-1	-9	11	-15	-6	-12
Cc1ccc(S(=O)(=O)Nc2ccc(N=Nc3ccc(O)cc3)cc2)cc1	2.5	-6	-1	-1	.	-4	-3	-8	-1
Cc1cccc(C(=O)NCCc2ccc(S(N)(=O)=O)cc2)c1[N+](=O)[O-]	0.0	4	-1	1	-8	-6[fluorescence artefact?]	35	2	-24
Cc1cccc(NC(=O)c2sc(-c3ccccc3)nc2-c2ccc([N+](=O)[O-])cc2)c1	2.8	3	5	4	-9	-11	6	-2	-17
CCOC(=O)CSC1=Nc2ccccc2C2=NC(CC(=O)NCc3ccc(OC)cc3)C(=O)N12 (stereo not given)	-1.1	-12	-6	9	-16	-1	-7	0	-11
CCOC(=O)C(NC(=O)OC(C)C)(Nc1nccs1)C(F)(F)F (stereo not given)	-0.9	-14	0	2	-27	-8	5	1	-16
C/C(CCc1oc2ccc(Cl)cc2c1-c1ccc(C)o1)=N\O	-0.8	-8	3	4	.	-1	2	-9	9
Cc1ccccc1NC(=O)CSc1nnc(Cc2ccccc2)o1	0.2	-1	-2	-11	-7	-9	2	0	-13
CN(C)/C=N/c1ncc(-c2ncc(C(F)(F)F)cc2Cl)cn1	0.1	-3	-2	16	1	11	-15	1	3
O=C(CCCN1C(=O)c2ccccc2C1=O)Nc1ccccc1	0.0	4	1	11	-28	3	-1	-3	-13
COc1ccc(-c2oc3ncnc(N)c3c2-c2ccccc2)cc1	-0.9	-3	-1	1	-11	-4	-11	-2	-18
COCCCNC(=O)c1ccc(Cn2c(=O)c3ccccc3n(Cc3ccccc3C)c2=O)cc1	0.2	-6	-12	1	-10	-6	-11	-2	15
O=C(COC(=O)Cn1cnc2ccccc21)Nc1ccc2c(c1)OCCO2	-0.2	-6	-2	1	-14	1	0	-1	0
CN1C(=O)C(CC(=O)NCC2CCCCC2)SC1=Nc1ccccc1 (stereo not given)	0.3	5	-2	19	-1	4	2	-4	17
Cc1sc(-n2c(C)ccc2C)c(C#N)c1C	0.2	-16	19	-1	-3	-1	3	2	-25
CCCC1CCC(=NNS(=O)(=O)c2ccc(C)c([N+](=O)[O-])c2)CC1 (stereo not given)	1.0	-28	0	1	-9	-3	-15	-1	-19
CCOC(=O)Cn1c(C)cc(COC)c(C#N)c1=O	6.4	7	-2	18	2	-2	-28	2	-8
O=C(Cn1ccc([N+](=O)[O-])n1)N1CCCc2ccccc21	-0.2	1	2	4	-22	-2	3	-5	-4
CCn1c(CNC(=O)c2ccc(OC)c(OC)c2)nnc1SCC(=O)c1ccc(OC)cc1	-0.2	-2	0	15	-11	-3	5	2	-9
CCN(CCn1cccn1)Cc1nc(-c2ccc(OC)cc2)no1	2.4	-8	0	17	-11	-3	1	-2	9
Cc1cc(C)nc(NCC(O)CNc2ccccc2C)n1 (stereo not given)	0.1	-9	-1	-2	-12	3[fluorescence artefact?]	-4	1	-14
Nc1nnc(CC(=O)N/N=C/c2cccc([N+](=O)[O-])c2)s1	-0.2	-7	-3	4	-7	.	-4	-2	-12
Cc1ccc(S(=O)(=O)N(C)CC(=O)N2CCOCC2)cc1	-0.5	-8	2	7	4	-5[fluorescence artefact?]	-1	-2	-15
C/C(=N\NC(=O)c1cccc(N/N=C(\C)c2ccc([N+](=O)[O-])cc2)c1)c1ccc([N+](=O)[O-])cc1	-1.0	4	-3	22	.	2	0	-7	-13
Cc1ccccc1NC(=S)N1CCN(Cc2ccc3c(c2)OCO3)CC1	0.6	-4	11	2	-9	-2	-4	2	-3
Cc1cc(C)c(S(=O)(=O)c2ccccc2)c(Cl)n1	0.5	-8	0	0	-10	12	-1	-2	-13
Cc1cc(-n2c(C)cc(C(=O)COc3ccc([N+](=O)[O-])cc3)c2C)no1	8.8	1	1	20	6	-9	3	0	-12
Nc1nn(-c2ccccc2)c(N)c1N=Nc1cccc(F)c1	-0.6	-9	-2	6	-11	0	-52	-1	-11
COc1ccc(N=Cc2c(O)[nH]c3ccccc23)cc1	77*	-7	.	30	-21	-4	-22	-2	-16
COc1ccc(CC(NC(C)=O)C(=O)NC2CCN(c3c(Cc4ccccc4)c(C)nc4ncnn34)CC2)c(OC)c1 (stereo not given)	1.0	-5	.	20	13	-9	-13	.	-23
Cc1onc(-c2ccccc2Cl)c1C(=O)NC(=S)Nc1ccccc1C(N)=O	0.9	1	6	6	-10	-23	24	6	-17
COCC(C)NC(=O)/C(=C/c1ccccc1)c1ccccc1 (stereo not given)	0.6	-4	-1	15	0	-7	-6	0	0
CCOc1ccc(Br)cc1CNc1ccc2c(c1)OCCO2	1.1	-3	11	4	-5	4	3	-2	13
CCOc1nc(C)ccc1-c1noc(-c2ccco2)n1	-0.3	-6	0	7	-13	4	1	-3	-13
Cc1ccccc1Nc1scc(-c2ccc(Br)cc2)[n+]1-c1ccccc1C	-0.6	-2	-3	20	-16	2	-1	-1	2
Cn1c(N)c(C(=O)COC(=O)CCCc2c[nH]c3ccccc23)c(=O)n(C)c1=O	0.2	-9	-2	4	13	0	-4	4	-8
N#C/C(=C\c1ccccc1C(F)(F)F)C(=O)Nc1ccccc1F	-0.3	-6	-3	3	6	9	-7	14	-20
CN1CCN(Cc2nc3ccccc3c(=O)n2Cc2nc(-c3ccc([N+](=O)[O-])cc3)cs2)CC1	0.2	2	2	0	-9	7[fluorescence artefact?]	-35	5	1
CCOC(=O)COc1ccc([N+](=O)[O-])cc1	0.1	-4	1	-2	-10	44	9	-7	-1
O=C(/C=C/c1cccc(F)c1)N1CCN(c2ncccn2)CC1	0.7	-4	1	16	1	-1	0	2	-10
COc1ccccc1C(=O)Nc1ccc2c3c(cccc13)CC2	0.8	-15	-1	4	11	-6	31	4	5
Cc1ccc(NC(=O)COC(=O)c2cccc3c(=O)c(C)c(-c4ccccc4)oc23)cc1	0.7	-11	-2	5	-4	-10[fluorescence artefact?]	26	-8	-5
Nc1ncnc2c1ncn2CCNCCc1ccccc1	0.2	-7	-2	-1	-13	4	1	1	-25

(cont.)
SMILES	L929 necroptosis	p47phox inh	Runt-CBFb FRET	Hck-Nef inh	Mdm2 ligase inh	14-3-3 Bad PPI	TbHK1 inh	Runt-SMMHC FRET	EBV gp42 block
Cc1ccc(S(=O)(=O)Cn2nnnc2C(CC(C)C)N2CCN(c3ccccc3)CC2)cc1 (stereo not given)	-0.3	-9	-1	9	.	1	4	5	4
CS(=O)c1ccccc1COC(=O)Nc1cccc(Cl)c1 (stereo not given)	1.1	-21	.	2	-8	2	-4	0	-10
CC(=O)Nc1ccc(S(=O)(=O)NCC(=O)OCC(=O)NC(=O)c2cccn2C)cc1	0.5	-7	-1	25	.	-1	-2	-4	8
COc1ccccc1Nc1nnc(Cc2ccccc2)c(=O)[nH]1	1.0	-8	0	-3	-9	1	-7	-2	-3
O=C(CCc1ccccc1)NC(c1cccs1)c1cc(Cl)c2cccnc2c1O (stereo not given)	6.0	-21	-42	10	-13	-13	28	-134	-39
CN1CC2(Cc3c1ccc1ccccc31)C(=O)OC(C)(C)OC2=O	1.2	-4	29	19	5	-10	6	113*	17
Cc1ccc(N=Nc2c(O)n(CN3CCOCC3)c3ccccc23)cc1	85*	-53	-27	0	-4	-10	-8	-86	94*
COC(=O)C(=Nc1ccccc1)/C(C(=O)C(=O)N(C)c1ccccc1)=C(\O)c1ccc(Cl)cc1	-0.1	-3	1	16	-14	-3	-17	-5	-7
COc1ccc(/C=N/Nc2nc(-c3cccc(S(=O)(=O)N4CCCC4)c3)cs2)cc1OC	4.1	-11	2	3	-14	-1	-22	-4	0
Cc1ccc(CN2CCN(/N=C/C=C/c3ccccc3[N+](=O)[O-])CC2)cc1	0.5	-6	0	26	-8	-8	-10	1	-9
Cc1cc(NCc2ccccc2)nc(-c2ccccc2O)n1	12	-14	0	3	-8	0	-9	4	7
O=C(CSC1=NCCS1)N1CCCCCC1	9.4	10	-1	0	-9	-7	-4	1	-14
CC(=O)c1ccc(Oc2ccc(C(=O)c3ccc(C)c(C)c3)cc2[N+](=O)[O-])cc1	.	-30	-3	1	-4	-1	2	-5	-7
O=C(Nc1ccccc1)N1CCCC1c1cccs1 (stereo not given)	1.8	0	0	15	-12	4	34	1	-8
CC1=C(C#N)C(c2ccc3ncccc3c2)C(C#N)=C(C)N1	1.0	-10	-1	6	-7	-12[fluorescence artefact?]	-8	-1	-10
NC(=O)Nc1ccc(C(=O)OCC(=O)N(Cc2ccccc2)C2CCS(=O)(=O)C2)cc1 (stereo not given)	2.6	-3	0	25	-15	-2	4	-1	-17
